E coli Lon inh: inhibitors of E. coli Lon protease, primary screen, biochemical, fluorescence polarization; inhibition, % at 7.94 µM; actives 0.42% (n = 360,000); P0A9M0; purified E. coli Lon protease; in the data active means inhibition above about 13%, passing the limit was not always enough;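 further: 0% = enzyme with probe and DMSO and 100% = no enzyme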
Target sequence (P0A9M0 whole entry, looked up): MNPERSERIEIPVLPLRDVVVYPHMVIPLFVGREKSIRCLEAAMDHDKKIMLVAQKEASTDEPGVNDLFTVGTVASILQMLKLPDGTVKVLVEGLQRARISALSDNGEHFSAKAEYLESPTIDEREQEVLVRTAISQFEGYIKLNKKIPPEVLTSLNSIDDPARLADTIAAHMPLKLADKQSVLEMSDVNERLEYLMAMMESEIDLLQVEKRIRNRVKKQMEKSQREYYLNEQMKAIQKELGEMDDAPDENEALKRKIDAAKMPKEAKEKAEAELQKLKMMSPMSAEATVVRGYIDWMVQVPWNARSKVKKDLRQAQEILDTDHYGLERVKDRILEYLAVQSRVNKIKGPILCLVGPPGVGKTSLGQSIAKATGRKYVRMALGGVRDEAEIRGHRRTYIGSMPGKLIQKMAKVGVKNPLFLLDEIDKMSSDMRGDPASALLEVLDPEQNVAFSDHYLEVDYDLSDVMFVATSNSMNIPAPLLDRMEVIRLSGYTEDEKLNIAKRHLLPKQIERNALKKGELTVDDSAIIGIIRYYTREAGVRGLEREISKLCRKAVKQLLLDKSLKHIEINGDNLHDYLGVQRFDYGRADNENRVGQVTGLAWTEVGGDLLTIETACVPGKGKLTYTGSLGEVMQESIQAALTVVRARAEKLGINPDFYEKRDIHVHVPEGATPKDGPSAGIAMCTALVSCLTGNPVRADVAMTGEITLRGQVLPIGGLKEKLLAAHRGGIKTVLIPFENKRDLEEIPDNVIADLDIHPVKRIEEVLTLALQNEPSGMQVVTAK
FAS TE block: FAS thioesterase domain inhibitors, primary screen, biochemical, fluorescence intensity, uHTS; Fatty acid synthase (Homo sapiens), P49327; recombinant FAS-TE, OMFH fluorogenic substrate, fluorescence endpoint; inhibition, % at 15 µM; actives 0.67% (n = 360,000); AID 602261, 2012;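 active means compounds whose normalised, plate-corrected inhibition of enzyme fluorescence in the single-dose primary screen is 50% or more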;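 further: 0% = DMSO with enzyme and 100% = substrate without enzyme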
Rin1 Abl inh: inhibitors of Rin1-Abl protein binding, primary screen, biochemical, TR-FRET. Tyrosine-protein kinase ABL1 (Homo sapiens) + Ras and Rab interactor 1 (Homo sapiens), …. inhibition, % at 7.35 µM. actives 0.4% (n = 360,000); in the data active means inhibition above about 5%, passing the limit was not always enough
bovine MsrA act: bovine MsrA enzyme activators, primary screen, biochemical, absorbance, HTS; actives 0.3% (n = 360,000); Methionine sulfoxide reductase A (Bos taurus); purified bovine MsrA, absorbance read-out; activation, % at 10.6 µM; in the data active means activation above about 7.5%;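 further: 0% = vehicle and 100% = reference activator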
MsrA inhibitor: bovine MsrA enzyme inhibitors, primary screen, biochemical, absorbance, HTS | purified bovine MsrA, absorbance read-out | inhibition, % at 15.5 µM | actives 0.75% (n = 360,000) | AID 651718, 2012; in the data active means inhibition above about 4.5%;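 further: 0% = vehicle wells with enzyme and 100% = reference inhibitor wells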
MT1-MMP act inh: blockers of MT1-MMP proenzyme processing, primary screen, HT1080 RFP-PRO-GFP cells, GFP/RFP fluorescence; Matrix metalloproteinase-14 (Homo sapiens), P50281; GFP/RFP ratio fluorescence, overnight; percent of plate control window, DMSO zero; GFP/RFP ratio change, % at 20 µM; actives 0.061% (n = 360,000);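 active means GFP/RFP ratio change of at least 30% with cell ATP level not reduced by more than half and red fluorescence within 50% of control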; further: strong numbers were not always called active
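Test system: HT1080 cells expressing an RFP-PRO-GFP fluorescent reporter construct / Compound dosing: single-point 20 µM compound, 1% DMSO / Schedule: cells overnight before dosing, compound overnight, 37 °C, 5% CO2 / Evaluation: GFP/RFP fluorescence ratio / Control set: DMSO and RFP-L50D-GFP cell wells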
CSN deneddyl inh: inhibitors of CSN-mediated cullin deneddylation, primary screen, biochemical, fluorescence polarization, uHTS. Purified CSN, SCF-Nedd8-OG deneddylation. COP9 signalosome complex subunit 5 (Homo sapiens), Q92905. actives 0.38% (n = 360,000). inhibition, % at 12.5 µM. AID 651999, 2013;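 active means pattern-corrected inhibition above about 35%, with an unprinted fluorescence ratio check between 0.5 and 1.5, limit read from the data, passing the limit was not always enough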;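 further: 0% = enzyme with substrate and 100% = substrate without enzyme; some results filed as inactive read as strong as hits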
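Material: purified human Csn5 enzyme expressed in HEK293T cells / Medium: Tris buffer pH 7.5, NaCl, DTT, Tween-20, trehalose, ovalbumin / Compound dosing: 12.5 µM single point / Schedule: 90 min incubation of compound, enzyme and substrate at room temperature / Signal: fluorescence polarization of the substrate / Control set: no-enzyme wells high, enzyme-with-substrate wells low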
Rpn11 block: Rpn11 (PSMD14) deubiquitinase inhibitors, primary screen, biochemical, fluorescence polarization, uHTS; human 26S proteasome, Ub4-pepOG fluorescence polarization; 20S core pre-blocked with epoxomicin; actives 0.59% (n = 360,000); calls only at 20 µM; 26S proteasome non-ATPase regulatory subunit 14 (Homo sapiens), O00487;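 active means inhibition at 20 µM, scaled to each plate's controls, above about 33%, limit read from the data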
Target sequence (O00487 whole entry, looked up): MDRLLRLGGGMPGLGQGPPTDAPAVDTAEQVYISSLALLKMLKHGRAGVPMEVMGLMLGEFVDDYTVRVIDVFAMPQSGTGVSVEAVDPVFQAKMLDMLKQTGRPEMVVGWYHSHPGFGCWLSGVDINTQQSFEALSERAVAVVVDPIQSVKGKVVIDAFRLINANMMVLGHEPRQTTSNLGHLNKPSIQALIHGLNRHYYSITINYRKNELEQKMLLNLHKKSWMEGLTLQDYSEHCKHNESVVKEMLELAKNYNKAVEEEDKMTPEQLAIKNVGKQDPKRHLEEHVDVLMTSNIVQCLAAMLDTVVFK
MLLE-PAM2 inh: inhibitors of PABP1 MLLE–PAM2 peptide binding, primary screen, biochemical, fluorescence polarization, FITC-PAM2, GST-MLLE | Polyadenylate-binding protein 1 (Homo sapiens), P11940 | inhibition, % at 20 µM | actives 0.36% (n = 360,000) | AID 588489, 2011; in the data active means inhibition above about 35%, passing the limit was not always enough;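 further: plate controls were DMSO wells with GST-MLLE for no effect and wells lacking GST-MLLE protein for full effect; some results filed as inactive read as strong as hits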
* marks the source's active call; other numbers are inactive results; i = inactive; nt = not tested or not shown; + = active, no number.

SMILES	E coli Lon inh	FAS TE block	Rin1 Abl inh	bovine MsrA act	MsrA inhibitor	MT1-MMP act inh	CSN deneddyl inh	Rpn11 block	MLLE-PAM2 inh
O=C1CCC(C(=O)N2CCCO2)CN1Cc1cccc(C(F)(F)F)c1 (centres undefined)	10	-6	-1	-8	-0.5	-3	5	i	7
O=C(/C=C/c1ccc(F)cc1)N1CCN(Cc2ccccc2)CC1	-2	1	1	1	-1.1	5	8	i	2
O=C(O)C1CCCN1c1ncccn1 (centres undefined)	1	-6	2	0	1.0	0	1	i	-15
CCS(=O)(=O)N1CCN=C1SCc1cccnc1	-6	-8	-2	1	-0.1	-3	2	i	18
Cc1ccc(C)c(C2=CSC3=NCCN23)c1	9	-210	0	-2	2.9	-5	-4	i	3
Cc1nn(CC(=O)N2CCOCC2)c(C)c1[N+](=O)[O-]	3	-5	1	-6	0.2	-2	-1	i	0
Cc1onc(-c2ccc(Cl)cc2Cl)c1-c1csc(COc2ccccc2)n1	7	20	-5	-9	0.3	-2	4	i	2
COc1cc(-c2cc(=O)c3c(O)c(OC)c(OC)c(OC)c3o2)cc(OC)c1OC	-3	8	0	-2	-0.7	4	-5	i	1
CCn1cc(SCC(=O)Nc2cc(C)on2)c2ccccc21	-1	-5	-4	-3	0.1	1	2	i	24
CCS(=O)(=O)C(=C1Nc2ccccc2N1)S(=O)(=O)CC	-10	-13	-1	-3	1.9	-2	-6	i	-4
O=C(c1cnn2c(C(F)(F)F)cc(-c3cccs3)nc12)N1CCCC1	-14	-2	-2	-2	3.1	-9	4	i	0
Cc1oc2cc3oc(=O)c(CC(=O)NCC(=O)N[C@@H](C(=O)O)c4ccccc4)c(C)c3cc2c1C	-1	-3	3	-4	1.6	-2	5	i	7
Cn1c(=O)c2c(nc(SCC(=O)c3ccc(F)cc3)n2C)n(C)c1=O	6	3	-1	-3	-0.5	0	-6	i	-2
Cc1cc(NC(=S)NC(=O)c2ccco2)c2ccccc2n1	-6	-12	-3	5	0.4	-2	-3	i	15
COC(=O)CCCC[C@@H]1O[C@H](CCc2ccccc2)Cc2[nH]c(=S)[nH]c(=O)c21	-16	11	nt	-2	0.1	3	1	nt	nt
CC(=O)Nc1ccc(S(=O)(=O)NC(C)(C#N)C2CC2)cc1 (centres undefined)	-6	-5	1	2	-0.2	-1	-2	i	25
O=C(COC(=O)c1ccc(Br)cc1)NC1CCCC1	0	1	1	-1	-0.1	-1	2	i	-16
CCCCCCCCCC(=O)N[C@@H]1c2cc(OC)c(OC)cc2C[C@H]1OCc1ccccc1	-6	-2	0	0	-0.7	4	-2	i	-2
CC(C)c1ccc(N=Cc2c(O)c3ccccc3oc2=O)cc1	7	13	-1	-9	0.1	-10	6	i	1
CCCCN(C(=O)c1cccc(S(=O)(=O)N2CCN(C)CC2)c1)c1c(N)n(CCCC)c(=O)[nH]c1=O	-1	-6	0	0	-0.1	4	0	i	-3
COc1ccc(S(=O)(=O)N2CCOCC2)cc1NC(=O)CCc1c[nH]c2ccccc12	0	5	2	-2	-0.3	1	-2	i	-12
Cc1ccc(OCC(=O)Nc2nnn(C)n2)c(C)c1	1	-4	3	4	0.2	5	-1	i	6
Cc1cc(S(=O)(=O)NCCCN2CCOCC2)c(C)cc1Cl	-4	-4	4	-4	-0.3	3	0	i	4
O=C(CNC(=O)/C(=C\c1ccccc1)NC(=O)c1ccc(Br)cc1)OCc1ccccc1	4	14	4	2	-0.2	2	6	i	-1
O=C(NN1C(=O)c2ccc3c4c(ccc(c24)C1=O)CC3)c1ccc(Br)cc1	6	16	3	-13	1.8	2	3	i	-2
CCC1(c2ccccc2)NC(=O)N(CC(=O)Nc2ccc(S(=O)(=O)NC3=NCCCCC3)cc2)C1=O (centres undefined)	3	-7	1	-2	-0.3	3	-5	i	-18
COc1ccc(C2=CCCCCC2)c(OC)c1OC	-9	11	1	-3	-0.8	3	2	i	9
Cc1ccc(S(=O)(=O)N2CCC[C@H]2C(=O)OCc2nc3ccccc3s2)cc1	3	16	2	0	0.4	1	1	i	8
Cc1ccnc(SC2CC(=O)N(c3ccccc3)C2=O)n1 (centres undefined)	-1	-7	3	-9	-0.2	-2	3	i	38*
CC(N)c1csc(NC(=O)c2cc(C(C)(C)C)nn2Cc2ccccc2)n1 (centres undefined)	-8	-5	1	1	-0.2	-2	2	i	-7
COc1ccc(OC)c(NC(=O)CN(C)CC(=O)Nc2ccccc2Br)c1	1	-3	1	-4	-0.4	-5	0	i	18
COc1ccccc1N1CCN(C(=S)NC(=O)c2ccc([N+](=O)[O-])cc2)CC1	5	20	3	-1	1.3	10	-2	i	-9
CCCS(=O)(=O)NC(=O)C1(C)CCCN(C(=O)c2ccccc2)C1 (centres undefined)	3	-8	-2	-7	0.5	3	-4	i	-4
CNC(=O)CN1C(=O)c2ccccc2S1(=O)=O	-2	-4	-1	-2	1.0	-4	2	i	4
COc1ccc(CCNc2oc(COc3ccccc3F)nc2C#N)cc1OC	-16	-10	-3	-11	-1.2	3	-1	i	-6
COc1ccc(N2CCN(C(=O)C3CCCN(S(=O)(=O)c4ccc5c(c4)oc(=O)n5C)C3)CC2)cc1 (centres undefined)	2	3	0	-1	0.2	-4	3	i	-17
COC(=O)C1=C(C)N(c2ccccc2)/C(=C/c2ccco2)C1=O	-5	-7	-1	-2	2.0	-4	-4	i	-57
C#CCOCCOCCOCCNc1nc(N2CCN(C(=O)[C@H](C(C)C)n3cc(CCO)nn3)CC2)nc(N2CCN(C(=O)[C@H](C)n3cc(CCCN=C(N)N)nn3)CC2)n1	4	-10	2	-3	0.2	0	1	i	11
COc1ccccc1C(CNC(=O)c1cccc(S(=O)(=O)NCc2ccccc2)c1)N(C)C (centres undefined)	11	-6	2	1	-0.1	-3	-1	i	14
O=C(NC1CC1)c1cc(=S)[nH]c2ccccc12	8	-6	1	0	0.5	2	2	i	27

Record cards, from the list above. Order of screens: E coli Lon inh	FAS TE block	Rin1 Abl inh	bovine MsrA act	MsrA inhibitor	MT1-MMP act inh	CSN deneddyl inh	Rpn11 block	MLLE-PAM2 inh
Profile of CNC(=O)CN1C(=O)c2ccccc2S1(=O)=O : -2	-4	-1	-2	1.0	-4	2	i	4
Profile of COc1ccccc1C(CNC(=O)c1cccc(S(=O)(=O)NCc2ccccc2)c1)N(C)C (centres undefined) : 11	-6	2	1	-0.1	-3	-1	i	14
Profile of Cc1ccc(S(=O)(=O)N2CCC[C@H]2C(=O)OCc2nc3ccccc3s2)cc1 : 3	16	2	0	0.4	1	1	i	8
Profile of CC(N)c1csc(NC(=O)c2cc(C(C)(C)C)nn2Cc2ccccc2)n1 (centres undefined) : -8	-5	1	1	-0.2	-2	2	i	-7

The list goes on:
SMILES	E coli Lon inh	FAS TE block	Rin1 Abl inh	bovine MsrA act	MsrA inhibitor	MT1-MMP act inh	CSN deneddyl inh	Rpn11 block	MLLE-PAM2 inh
CC(=O)c1cccc(-c2ccnc3c2CC(C(=O)NC(C)C)O3)c1 (centres undefined)	-10	-3	-1	-1	0.1	4	1	i	10
[N-]=[N+]=CC(=O)C(O)(c1ccccc1)C(Cl)c1ccccc1 (centres undefined)	-1	2	2	-8	0.2	5	-1	i	0
O=C1Nc2ccccc2OCc2c1cccc2[N+](=O)[O-]	5	20	-1	1	1.0	2	-5	+	17
CC(OC(=O)c1ccc(Br)c(S(=O)(=O)N2CCOCC2)c1)C(=O)NC1CCCCC1C (centres undefined)	-12	3	0	0	0.2	6	-4	i	-4
O=C(COC(=O)c1cccnc1Nc1cccc(C(F)(F)F)c1)NCc1ccc2c(c1)OCO2	-1	15	4	-1	0.1	0	0	i	-10
CCOc1cc(C2c3c(n[nH]c3C)C(=O)N2c2ccc(Br)cc2)ccc1O (centres undefined)	5	-7	2	-9	0.6	4	1	i	0
CCOc1ccc(-n2c(C)c(C(=O)O)c3cc(OC)ccc32)cc1	2	-2	-2	-6	-1.1	-2	-5	i	5
COc1ccc(NC(=O)c2ccc(C)cc2)c[n+]1[O-]	2	-4	4	-3	-0.3	-3	2	i	-1
NS(=O)(=O)c1ccc(NC(=O)CN2C(=O)CCC2=O)cc1	-6	-5	0	1	1.6	1	-4	i	8
CN1c2ccc([N+](=O)[O-])cc2C(C)(C)C12C=Cc1cc(C(=O)O)ccc1O2 (centres undefined)	-5	13	0	-5	2.1	1	4	i	-9
COc1ccc(CCC2CCNCC2)cc1	4	-1	-3	-1	0.5	2	15	i	0
COc1ccc(C(=O)c2c(-c3ccc(OC)cc3)oc3ccc(-c4cc(OC)c(OC)c(OC)c4)cc23)cc1	11	35	1	-4	0.7	-2	-4	i	16
CCN(c1ccccc1)S(=O)(=O)c1ccc(C(=O)NNC(=O)c2ccccc2F)cc1	1	-4	1	-2	1.4	0	-1	i	0
Cc1cc(C)c(NC(=O)COc2ccccc2C(=O)Nc2ccc3c(c2)oc2ccccc23)c(C)c1	-7	-2	-3	-3	-0.9	-9	3	i	1
COC(=O)[C@@]1(Sc2ccc(C)cc2)CC(=O)N[C@@H]1c1ccc(C(F)(F)F)cc1	-3	8	nt	-4	-0.2	8	9	nt	nt

5 structures out of the list, sorted by SMILES length, smallest number first:
SMILES	E coli Lon inh	FAS TE block	Rin1 Abl inh	bovine MsrA act	MsrA inhibitor	MT1-MMP act inh	CSN deneddyl inh	Rpn11 block	MLLE-PAM2 inh
Cn1c(=O)c2c(nc(SCC(=O)c3ccc(F)cc3)n2C)n(C)c1=O	6	3	-1	-3	-0.5	0	-6	i	-2
O=C(NN1C(=O)c2ccc3c4c(ccc(c24)C1=O)CC3)c1ccc(Br)cc1	6	16	3	-13	1.8	2	3	i	-2
COC(=O)CCCC[C@@H]1O[C@H](CCc2ccccc2)Cc2[nH]c(=S)[nH]c(=O)c21	-16	11	nt	-2	0.1	3	1	nt	nt
COc1ccc(N2CCN(C(=O)C3CCCN(S(=O)(=O)c4ccc5c(c4)oc(=O)n5C)C3)CC2)cc1 (centres undefined)	2	3	0	-1	0.2	-4	3	i	-17
C#CCOCCOCCOCCNc1nc(N2CCN(C(=O)[C@H](C(C)C)n3cc(CCO)nn3)CC2)nc(N2CCN(C(=O)[C@H](C)n3cc(CCCN=C(N)N)nn3)CC2)n1	4	-10	2	-3	0.2	0	1	i	11

Quoted at random: four entries already listed.
SMILES	E coli Lon inh	FAS TE block	Rin1 Abl inh	bovine MsrA act	MsrA inhibitor	MT1-MMP act inh	CSN deneddyl inh	Rpn11 block	MLLE-PAM2 inh
O=C(CNC(=O)/C(=C\c1ccccc1)NC(=O)c1ccc(Br)cc1)OCc1ccccc1	4	14	4	2	-0.2	2	6	i	-1
O=C(COC(=O)c1ccc(Br)cc1)NC1CCCC1	0	1	1	-1	-0.1	-1	2	i	-16
CC(OC(=O)c1ccc(Br)c(S(=O)(=O)N2CCOCC2)c1)C(=O)NC1CCCCC1C (centres undefined)	-12	3	0	0	0.2	6	-4	i	-4
COc1ccc(S(=O)(=O)N2CCOCC2)cc1NC(=O)CCc1c[nH]c2ccccc12	0	5	2	-2	-0.3	1	-2	i	-12

From PubChem
